# Bioassay records (PubChem)
# M1 ag parental: counter-screen for M1 agonists: effect in parental CHO-K1 cells. Fluo-8 calcium fluorescence; scaled to maximal ATP response, vehicle zero. activation, % at 3 µM. actives 0.48% (n = 360,000); in the data active = activation above about 15%;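 note: untransfected CHO-K1 host cells lacking M1 receptor as counterscreen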
# TAAR1 antagonist: human TAAR1 antagonists, primary screen, Fluo-8 calcium fluorescence, CHO RD-HGA16 cells. antagonist. inhibition, % at 3 µM. actives 1.5% (n = 360,000);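 active = inhibition above a per-plate cutoff, the mean inhibition of test compounds on that plate plus 3 SD, cut at about 49% in these data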;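 note: 0% = DMSO plus EC80 beta-PEA response and 100% = DMSO alone without agonist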
# Target sequence (Q96RJ0 whole entry, looked up): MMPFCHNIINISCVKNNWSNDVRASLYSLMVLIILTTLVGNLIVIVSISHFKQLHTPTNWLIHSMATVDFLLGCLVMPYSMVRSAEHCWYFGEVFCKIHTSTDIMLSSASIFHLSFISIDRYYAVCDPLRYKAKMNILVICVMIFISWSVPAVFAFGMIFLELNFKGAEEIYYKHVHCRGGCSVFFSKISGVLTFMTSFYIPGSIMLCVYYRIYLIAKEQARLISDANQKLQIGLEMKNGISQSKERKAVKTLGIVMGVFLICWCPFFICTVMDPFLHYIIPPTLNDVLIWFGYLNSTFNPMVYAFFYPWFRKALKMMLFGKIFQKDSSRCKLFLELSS
#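 test system = CHO RD-HGA16 cells bearing hTAAR1 | replication = singlicate | controls = DMSO-only wells and EC80 β-PEA-stimulated wells | reagent = EC80 β-phenethylamine stimulus | read-out basis = percent inhibition of PEA-evoked calcium signal, max/basal emission ratio | schedule = seeding 17-24 h prior, 75-min 37 °C, 30-min RT dye loading | signal = kinetic Fluo-8 calcium fluorescence measurement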
# CHO-K1 Ca PAM: nonselective calcium activators in parental CHO-K1 cells, primary screen, counter-screen for M1 PAM project, cell-based, Fluo-8 calcium fluorescence, full deck, 1536-well | ATP EC20; 0% at ATP EC20, 100% at ATP max | activation, % at 3 µM | actives 0.02% (n = 360,000) | AID 602247, 2012;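 active = activation above the run cutoff, the mean activation of all test compounds plus 3 SD, cut at about 40% in these data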;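 note: peak over basal fluorescence ratio in a 140 s read after ATP addition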
# OXTR potentiate: human OXTR potentiators, primary screen, fluorescence, CHO-OTR cells, Fluo-8 calcium. Oxytocin receptor (Homo sapiens), P30559. Fluo-8 calcium fluorescence, potentiator mode; 0% = oxytocin EC15, 100% = EC100. activation, % at 3 µM. actives 0.061% (n = 320,000). AID 2445, 2010;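 active = activation above that plate's cutoff, the mean activation of tested compounds plus 3 SD, cut at about 6.6% in these data, passing the limit was not always enough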;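 note: 100% uses oxytocin at 75 nM as the full agonist control; some results filed as inactive read as strong as hits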
# Target sequence (P30559 whole entry, looked up): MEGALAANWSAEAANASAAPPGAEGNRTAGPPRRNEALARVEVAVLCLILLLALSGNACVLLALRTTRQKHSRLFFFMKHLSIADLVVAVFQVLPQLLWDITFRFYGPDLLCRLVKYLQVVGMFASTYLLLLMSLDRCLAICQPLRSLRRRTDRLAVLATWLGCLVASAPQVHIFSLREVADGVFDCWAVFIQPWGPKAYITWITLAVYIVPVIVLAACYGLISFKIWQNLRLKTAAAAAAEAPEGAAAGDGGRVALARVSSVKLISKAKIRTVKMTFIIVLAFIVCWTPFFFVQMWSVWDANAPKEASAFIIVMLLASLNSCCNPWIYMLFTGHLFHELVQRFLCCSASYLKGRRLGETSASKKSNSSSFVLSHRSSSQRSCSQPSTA
#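 System: human OTR in CHO cells; Also added: sub-maximal oxytocin, roughly EC15; Timing: compound 6 min at room temperature before oxytocin, 100 s read; Technique: Fluo-8 intracellular calcium fluorescence, ex 470-495, em 515-575 nm; Controls: oxytocin EC15 low and EC100 high; Replication: singlicate.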
# M1 ag: human M1 muscarinic receptor agonists, primary screen, Fluo-8 calcium fluorescence, CHO-K1 cells, HTS; Muscarinic acetylcholine receptor M1 (Homo sapiens), P11229; CHO-K1 hM1, agonist mode; 0% DMSO, 100% acetylcholine EC100; activation, % at 3 µM; actives 0.33% (n = 360,000); AID 588814, 2011;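 active = activation above the run's mean compound activation plus 3 SD, cut at about 16% in these data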;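 note: peak over basal fluorescence ratio within a 140 s kinetic read after compound addition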
# CHO parental Ca: ATP-evoked calcium signal inhibitors, parental CHO, primary screen, counter-screen for OX1R antagonist project, cell-based, fluorescence, Fluo-8 calcium dye; parental CHO-K1, ATP-induced calcium, Fluo-8 fluorescence; actives 0.63% (n = 330,000); inhibition, % at 5.6 µM;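 active = inhibition above that plate's mean sample inhibition plus 3 SD, cut at about 26% in these data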;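 note: 0% = ATP-challenged DMSO wells and 100% = DMSO wells without ATP; some compounds past the cut are filed as inactive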
#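 Material: Parental CHO cells | Reagent: ATP | Compound dosing: Single nominal dose of 5.6 µM per compound | Detection: Intracellular calcium via Fluo-8 no-wash fluorescent dye | Read-out: % inhibition of ATP-induced calcium mobilization | Benchmarks: Low control ATP plus DMSO, high control DMSO only | Replicates: Singlicate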
# CHO-K1 Ca antag: nonselective inhibitor or artifact in parental CHO-K1 cells. inhibition, % at 3 µM. AID 602250. ATP-induced calcium, Fluo-8 fluorescence. actives 0.6% (n = 360,000);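 active = inhibition above a per-plate cutoff, the plate's mean sample inhibition plus 3 SD, cut at about 24% in these data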;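 note: 0% = DMSO plus EC80 ATP and 100% = DMSO alone without ATP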
# M1 antag: human M1 muscarinic receptor antagonists, primary screen, CHO-K1 cells, Fluo-8 calcium fluorescence, 1536-well. Muscarinic acetylcholine receptor M1 (Homo sapiens), P11229. CHO-K1 hM1, ACh EC80 antagonist. inhibition, % at 3 µM. actives 1.3% (n = 360,000). AID 588852, 2011;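 active = percent inhibition above its own plate's cutoff, namely the mean of that plate's compound wells plus 3 SD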;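 note: peak over basal fluorescence ratio during 140 s after agonist addition; 0% = ACh EC80 plus DMSO and 100% = DMSO alone without agonist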
# TAAR1 ag: human TAAR1 agonists, primary screen, Fluo-8 calcium fluorescence, CHO RD-HGA16 cells. Trace amine-associated receptor 1 (Homo sapiens), Q96RJ0. vehicle wells 0%, saturating PEA agonist 100%. activation, % at 3 µM. actives 0.99% (n = 360,000). AID 624467, 2012;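 active = activation above the mean activation of all test compounds in the run plus 3 SD, cut at about 38% in these data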
#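 test system = CHO RD-HGA16 cells carrying human TAAR1 plus Gα16 | schedule = 17-24 h seeding, 75 min 37 °C dye, 30 min RT | compound dosing = 3 µM single concentration | control set = DMSO and PEA EC100 | replicates = n 1 | signal = Fluo-8 fluorescence, 5 s baseline then 140 s kinetic read | measure = percent activation vs PEA EC100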
# * hit, by the source's call; . = no result given. Rows were taken by chance; 4.2% or so of the library scored in one or more.
SMILES,M1 ag parental,TAAR1 antagonist,CHO-K1 Ca PAM,OXTR potentiate,M1 ag,CHO parental Ca,CHO-K1 Ca antag,M1 antag,TAAR1 ag
Cc1ccc(Nc2nnc(SCC(=O)NC3CCCc4ccccc43)s2)cc1 (stereo not drawn),3.4,-10,8,-3,-7,-38,-2,1,0
O=C(CN1CCC(C(=O)O)CC1)Nc1ccccc1Oc1ccccc1,0.3,-13,5,-1,-2,5,-3,-11,12
COc1cc2c(cc1NC(=O)c1cc(-c3ccncc3)nc3ccccc13)oc1ccccc12,-0.3,-16,11,-6,-9,-15,-9,-6,-1
COC(=O)C1=C(C)N(c2ccc(Br)cc2)C(=O)/C1=C\c1ccco1,0.2,-3,4,1,-5,-8,-2,0,1
O=C(Nc1ccccc1OC(F)F)C1CC(=O)N(Cc2ccccc2)C1 (stereo not drawn),0.3,-11,-2,-1,1,-5,-2,10,3
Cc1ccc(OCc2ccc(C(=O)Nc3nc4ccccc4n3Cc3ccccc3)o2)c([N+](=O)[O-])c1,0.2,8,11,3,-3,-13,-1,-23,5
O=C(Nc1ccc(F)c(F)c1)C1CCN(S(=O)(=O)c2cccs2)CC1,14,3,3,-10,2,-13,-10,7,23
COc1cc(Br)c(C2C(C#N)=C(N)Oc3n[nH]c(-c4cccnc4)c32)cc1OC (stereo not drawn),0.7,17,9,-11,0,-8,-12,4,7
CC(C)n1c(SCC(N)=O)nc2c1c(=O)[nH]c(=O)n2C,1.3,4,27,.,-3,.,-19,-1,11
CCCN1Cc2cccc(C(=O)NC(CC(=O)OCC)c3ccc(C)cc3)c2C1=O (stereo not drawn),1.2,6,31,-16,-8,-18,-21,-4,0
CCCC(C)C(=O)Nc1nc(C)c(-c2csc(Nc3ccc(Cl)cc3)n2)s1 (stereo not drawn),0.7,23,11,-16,-5,-16,-7,4,3
c1ccc(CN2C3=NCCCN3c3ccccc32)cc1,0.1,0,-4,-3,-9,-9,7,-19,4
CC1CCc2nc(NC(=O)CN3CCN(c4ccccc4)CC3)sc2C1 (stereo not drawn),-0.1,5,16,-2,-4,-18,-3,-11,3
Cc1c(C(=O)N(C)CCOc2ccccc2)oc2c(Cl)cccc12,4.4,29,-5,-5,-1,-36,0,-9,-4
CN(C(=O)c1ccco1)c1nc(-c2ccc(F)cc2)cs1,0.8,15,-4,-11,0,-5,-1,-12,-1
O=C(COC(=O)/C=C/c1ccccc1[N+](=O)[O-])NCc1ccco1,-0.1,-16,-5,3,-2,-10,-7,-2,1
CC(C)CN(CCNC(=O)CN1N=C(c2ccc(Cl)cc2)CCC1=O)CC(C)C,-0.6,-11,0,-10,-5,-11,-2,-4,0
COc1ccc(F)cc1-c1cc(C(=O)Nc2ccc(NC(C)=O)cc2)[nH]n1,2.1,-9,-1,.,2,.,8,-24,7
Cc1c(Cl)cccc1NC(=S)N1CCN(c2ncccn2)CC1,0.2,-8,4,-12,-6,-12,-6,-7,2
CC(C)(C)c1cc(N2CCOCC2)n2ncc(-c3ccc(Cl)cc3)c2n1,0.5,-24,10,-14,-3,-13,-8,-11,3
O=C(NNC(=O)c1ccccc1F)c1ccc(-c2ccc(Cl)cc2)o1,-0.5,13,11,-11,0,-12,6,-13,3
Cc1ccccc1OCC(O)Cn1c(NCc2ccco2)nc2c1c(=O)[nH]c(=O)n2C (stereo not drawn),0.9,3,-8,1,8,-20,0,-2,7
COc1ccc(OC)c(NC(=O)CCC(=O)Nc2nnc(C(C)C)s2)c1,0.8,-18,-10,8,-1,-24,1,-17,8
CCOC(=O)c1cnc2nc(C)[nH]n2c1=O,0.3,-2,23,-7,-3,2,-18,-17,13
O=[N+]([O-])c1ccc(Oc2ccc(Oc3ccc(C(F)(F)F)cn3)cc2)nc1,0.7,6,6,-16,-3,-2,-12,-15,5

# (continued)
SMILES,M1 ag parental,TAAR1 antagonist,CHO-K1 Ca PAM,OXTR potentiate,M1 ag,CHO parental Ca,CHO-K1 Ca antag,M1 antag,TAAR1 ag
COC(=O)c1ccc(-c2c(-c3ccccc3)ncc3cc(F)ccc23)cc1,0.2,11,16,-7,-5,-28,-10,-2,3
COCc1nnc(NS(=O)(=O)c2ccc(F)cc2)s1,0.1,-17,-2,-4,-5,-5,4,-12,0
CC(C)(C)c1ccc(C(=O)NCCC(=O)N2CCC3(CC2)NCCc2[nH]cnc23)cc1,0.4,-12,20,-14,-3,9,-6,12,3
CN(C)CCCNc1nc2cc(-c3cccc(C(F)(F)F)c3)sc2c(=O)n1C,-0.2,-7,16,.,-1,.,-6,-2,2
COc1cccc(N/C(SCc2ccccc2C)=C(/C#N)C(=O)NCc2cccs2)c1,1.9,42,7,-17,-3,-5,1,-1,0
Cc1ccc(C=Nc2ccc(N(C)C)cc2)o1,-0.3,4,9,-6,-4,-7,-2,-13,7
COc1cc(OC)cc(C(=O)N[C@H](C(=O)Nc2nc3ccc(S(C)(=O)=O)cc3s2)C(C)C)c1,0.8,-7,9,-8,-4,-25,1,1,6
CCOC(=O)C1(C(F)(F)F)N=C(c2ccccc2F)OC(N(C)C)=N1 (stereo not drawn),0.0,-6,10,-6,-4,-16,-8,-7,1
Cc1cc(NS(=O)(=O)c2ccc(NC(=O)C(C)Oc3cccc(C)c3C)cc2)nc(C)n1 (stereo not drawn),0.2,1,-20,-8,-5,-9,11,18,2
CCCN(C(=O)c1cc(S(=O)(=O)N(C)c2ccc(OCC)cc2)ccc1C)C1CCS(=O)(=O)C1 (stereo not drawn),0.7,4,7,3,-5,-11,-19,-9,-1
Cc1ccc2ccccc2c1NC(=O)c1ccco1,0.3,-6,2,-13,-6,-12,-2,-6,0
COc1ccccc1CN(C)C[C@H]1OCc2cnnn2CCCC(=O)N([C@@H](C)CO)C[C@@H]1C,0.5,7,14,.,-11,.,-1,102*,0
Cc1ccc(S(=O)(=O)NCc2cccnc2)cc1C(=O)N1CCCC1,0.0,-20,-15,3,-1,-6,3,-10,7
O=C(CCCOc1ccccc1)N1CCN(c2ccccc2)CC1,2.6,6,20,-16,-1,-19,-8,-6,10
Cc1cccc(CCN(CC(=O)NC(C)(C)C)C(=O)c2csnn2)c1,0.7,3,20,0,-7,-22,-1,-8,2
COc1cc(CC(=O)OCC(=O)c2c[nH]c3ccccc23)cc(OC)c1OC,3.5,11,3,-3,-1,-12,-10,0,1
COc1ccc(S(=O)(=O)NC(C)C(=O)NCc2ccc3c(c2)OCO3)cc1OC (stereo not drawn),0.3,-2,8,-5,-3,-11,-11,-10,-3
Cc1ccc(-c2noc(CC(=O)c3ccc([N+](=O)[O-])cc3)n2)cc1,0.0,-3,7,.,-1,.,-9,-16,0
CCN(CC)C(=O)CSc1nc2ccccc2o1,0.4,6,19,-12,-3,-5,-12,-13,-3
COC(=O)Cc1ccc(NC(=S)N2CCN(C(=O)C3CCCO3)CC2)cc1 (stereo not drawn),-0.1,-4,-2,-1,-3,-8,-3,2,3
O=C(CN1C(=O)COc2ccccc21)N1CCOCC1,1.5,-5,24,-13,-3,-13,-17,-8,3
O=C(NCCc1ccccc1)C1Cc2c(-c3ccccc3Oc3ccccc3)ccnc2O1 (stereo not drawn),0.5,20,11,.,-1,.,-6,-17,-1
CC1CCC(NC(=O)c2ccc(CS(=O)(=O)Cc3ccccc3F)o2)CC1 (stereo not drawn),1.0,-16,10,-18,-1,-17,0,6,-2
COc1ccc(CCN2C(=O)C3C4C=CC(C4)C3C2=O)cc1OC (stereo not drawn),0.5,8,10,-2,-2,-7,-26,-11,2
Cc1ccc(NC(=O)CSc2nnc(CNC(=O)c3ccco3)n2C)cc1,0.4,-16,2,-9,-3,-13,-13,-9,4

# The list continues:
SMILES,M1 ag parental,TAAR1 antagonist,CHO-K1 Ca PAM,OXTR potentiate,M1 ag,CHO parental Ca,CHO-K1 Ca antag,M1 antag,TAAR1 ag
Cc1ccc(OCCC(=O)Nc2ccc(F)c(Cl)c2)cc1,0.9,23,-5,-2,-10,-11,0,3,4
CCOc1ccc(C(=O)C(CCC(CN(C)C)C(=O)c2ccc(OCC)cc2)CN(C)C)cc1 (stereo not drawn),1.9,12,-3,.,-8,.,4,14,21
CCCCCn1c(=NC(=O)c2cccnc2)c(C#N)cc2c(=O)n3cccc(C)c3nc21,-0.2,-41,2,-3,-6,0,2,-10,0
CN(CC1CCCO1)S(=O)(=O)c1ccc(C(=O)Nc2ccc(S(N)(=O)=O)cc2)cc1 (stereo not drawn),0.1,8,7,-4,-3,-3,9,14,2
O=C(Cc1ccc(NC(=O)C2CCCN(C(=O)C3CCCCC3)C2)cc1)Nc1cccc(C(=O)N2CCCCC2)c1 (stereo not drawn),1.3,1,7,.,-3,.,2,-2,0
COc1cc(OC)c(NC(=O)Cn2cccc2)cc1Cl,0.7,0,35,-3,-7,0,-20,-10,11
Cn1c(NCc2ccccc2Cl)nc2ccccc21,-0.3,-8,7,-4,-8,-12,-13,0,1
COc1ccc(C#Cc2c(-c3ccccc3)n(-c3ccccc3)c3ccc(CO)cc23)cc1,-0.4,18,-12,-7,1,-7,-11,0,2
COc1ccc(CC2S/C(=N/N=C/c3ccc(O)cc3)NC2=O)cc1 (stereo not drawn),0.2,-18,1,7,-4,1,6,-1,2
COC(=O)c1ccc(NC(=O)C2CCCCC2C(=O)O)cc1 (stereo not drawn),0.1,-17,0,-1,-3,-3,-2,-2,6
c1ccc(-c2nn[nH]n2)nc1,0.4,-14,9,-6,-2,3,-3,-8,7
CN(C)[C@H]1CCN([C@@H]2CS(=O)(=O)N[C@H]2COCc2ccccc2)C1,1.5,-24,15,.,-11,.,4,7,5
CN(C)C(=O)c1c(C(F)(F)F)nn(C)c1Cl,9.9,29,13,-5,-6,13,1,1,-1
